core106 dimerization: blockers of core106 self-association – biochemical, TR-FRET, triplicate, confirmation (AID 2152) | 2,300 compounds, 1% hits | TR-FRET GST-/Flag-core106 dimerization, HTRF; stronger effect = higher value | inhibition, % at 5 µM;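 active means mean inhibition over three replicate wells above the hit threshold derived in the earlier primary screen, cut at about 45% in these data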;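 further: 0% = DMSO wells and 100% = unlabelled core106 competitor control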
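Test system: GST- and Flag-tagged HCV core106 peptides, dimerization via antibody TR-FRET | Medium: HEPES/KF buffer, pH 7.45 | Also added: Eu(K)-anti-GST plus XL665-anti-FLAG antibodies | Times: 4 h incubation, 22.5 °C | Signal: TR-FRET, excitation 340 nm, emission 671 and 617 nm | Evaluation: Percent inhibition from emission ratio | Replication: Triplicate wells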
Starred values were filed as active, the others as inactive.

Molecule | core106 dimerization
COc1cccc(-c2cc(C(=O)Nc3ccc(N(C)C(C)=O)cc3)c3cc(Br)ccc3n2)c1 | 4.9
O=C(O)C1CC=CCC1C(=O)N1CCN(c2nc(-c3ccccc3)c3ccccc3n2)CC1 (stereo not drawn) | 1.7
Cc1ccc(C(=O)N[C@H](C(=O)OCc2cc(=O)n3c(n2)sc2ccccc23)C(C)C)cc1 | 3.4
COc1cccc(C(=O)Nc2ccc(-c3nc4ccccc4o3)c(O)c2)c1 | 3.5
Cc1ccc(NC(=O)Nc2nnc(Cc3ccc([N+](=O)[O-])cc3)s2)cc1 | 6.6
Cn1cccc1CC(=O)N/N=C/C=C/c1ccco1 | -6.0
Cc1cccc(-c2nc(=S)c3c(n2Cc2ccco2)CCCC3)c1 | 39.3
CC(C(=O)O)N1C(=O)/C(=C/C=C/c2ccco2)SC1=S (stereo not drawn) | 2.7
c1cc2c3c(cccc3c1)NC1(CCCCCC1)N2 | -12.3
COc1cccc(OCCOc2ccc(/C=C3/SC(=S)NC3=O)cc2)c1 | 12.8
COc1ccc(/C=C(/CC(=O)Nc2ccccc2)c2nc3ccccc3s2)cc1 | 7.0
Nc1c(C(=O)O)sc2nc(-c3ccccc3)c3c(c12)CCCC3 | -2.0
CCCc1nc(SCC(=O)N2CCC(Cc3ccccc3)CC2)c2c(=O)n(C)c(=O)n(C)c2n1 | 3.0
COc1cc2cc(Br)cc(Br)c2nc1C | 28.7
CCOc1ccc(S(=O)(=O)Nc2ccccc2C(=O)N/N=C/c2c(OC)ccc3ccccc23)cc1 | -2.8
O=C1CCCC2=C1C(c1ccco1)Nc1ccc3ccccc3c12 (stereo not drawn) | 15.7
O=C1COc2ccc(C(=O)COC(=O)/C=C/c3ccc(Br)o3)cc2N1 | 35.5
CN(C)S(=O)(=O)c1cccc(-c2csc(N/N=C/c3ccco3)n2)c1 | 3.6
Cc1c2cnn(CC(=O)Nc3c(F)c(F)cc(F)c3F)c(=O)c2c(C)n1Cc1ccccc1F | 26.0
O=C1C2C3CCCC3=C3CCCC3C2C(=O)N1c1ccc(Cl)cc1 (stereo not drawn) | -3.3
O=C1CC(N(CCc2ccccc2)C(=S)Nc2cc(Cl)ccc2Cl)C(=O)N1c1c(Cl)cccc1Cl (stereo not drawn) | -7.5
Cc1cc(Cl)ccc1OC(C)C(=O)Nc1ccc(S(=O)(=O)Nc2cnc3ccccc3n2)cc1 (stereo not drawn) | -3.5
Cc1ccccc1N(C)S(=O)(=O)c1nnc(NC(=O)c2ccco2)s1 | 0.7
CN(C)c1ccc(/C=C2\SC(=O)N(CC(O)Cn3c4ccccc4c4ccccc43)C2=O)cc1 (stereo not drawn) | -7.3
CCOC(=O)c1sc(NC(=O)Cn2nnc3sc4c(c3c2=O)CCC(C(C)(C)C)C4)nc1C (stereo not drawn) | 3.5
O=C(COC(=O)CNC(=O)c1ccccc1)Nc1ccc(S(=O)(=O)N2CCCC2)cc1 | -9.2
Cc1ccccc1OCCOc1ccccc1C=C(C#N)C#N | 9.8
Cc1ccccc1-c1cc(C(=O)Nc2sc(C)c(C)c2C(N)=O)c2ccccc2n1 | -2.0
COc1ccc(C2=NN3C(C2)c2ccccc2OC32C(=O)N(C)c3ccccc32)cc1 (stereo not drawn) | -3.8
CCOc1cc(Br)cc(C(c2c(C(=O)O)[nH]c3ccccc23)c2c(C(=O)O)[nH]c3ccccc23)c1O | 5.1
CCOc1ccccc1-n1nnnc1SCC(=O)NC(=O)NCc1ccco1 | 1.8
CCSc1ncnc2c1sc1nc(-c3ccco3)c3c(c12)CC(C)(C)OC3 | -6.1
COc1ccc(NS(=O)(=O)c2ccc(O)c(NC(=O)c3cc4c(C)nn(-c5ccc(F)cc5)c4s3)c2)cc1 | -2.8
CCOc1ccc(N2Cc3ccccc3C2)cc1 | 3.4
COc1ccc(N2CCN(C(=O)c3ccc4c(c3)NC(=O)C(CSCc3c(F)cccc3Cl)N4)CC2)cc1 (stereo not drawn) | 16.5
O=C(CSc1nnnn1-c1ccccc1)NC(=O)NCc1ccco1 | -1.9
O=C(Nc1ccc(N2CCCC2)c(Cl)c1)c1ccc2c(c1)OCCO2 | -0.9
Cc1cccc(C)c1NC(=O)CSc1nnc(-c2ccco2)c(-c2ccco2)n1 | 4.6
Cc1c(C(=O)NC(=S)Nc2ccc(NC(=O)c3cccs3)cc2)cccc1[N+](=O)[O-] | -12.5
O=C(Nc1nc(-c2ccncc2)cs1)c1ccco1 | 10.3

Rewritten with values ahead of the structure: two of the compounds above.
core106 dimerization,SMILES
3.6,CN(C)S(=O)(=O)c1cccc(-c2csc(N/N=C/c3ccco3)n2)c1
26.0,Cc1c2cnn(CC(=O)Nc3c(F)c(F)cc(F)c3F)c(=O)c2c(C)n1Cc1ccccc1F

Remaining list, next part.
Molecule | core106 dimerization
C=CCNC(=O)COC(=O)c1c2c(nc3ccccc13)CCC2 | 8.4
O=C(CSc1nc2ccccc2c2nc3ccccc3n12)NCc1ccco1 | -5.3
CSc1ccc(/C=C(\C(=O)O)c2ccc(S(=O)(=O)N3CCCCC3)s2)cc1 | 2.9
Cc1ccc(OCc2nnc(SCC(=O)Nc3cccc4ccccc34)n2-c2ccccc2)cc1 | -2.6
CCC(C)(C)C1CCc2c(sc(N)c2C(N)=O)C1 (stereo not drawn) | -4.6
COc1ccc(-n2c(SCC(=O)Nc3ccccc3)nnc2-c2ccc(NS(=O)(=O)c3ccc(C)cc3)cc2)cc1 | 4.6
CS(=O)(=O)c1ccc2c(c1)SC1=NC(=O)/C(=C/c3ccco3)C(=N)N12 | 43.4
O=C(Cc1cccs1)Nc1ccc(N2CCOCC2)cc1 | -0.7
Cc1cc(C(=O)CSc2nn3c(=O)c(C(C)(C)C)nnc3s2)c(C)n1-c1ccc(F)cc1 | 7.3
COc1ccccc1/C=C/C=N/NC(=O)c1cc(-c2ccco2)[nH]n1 | -8.8

Grouped by structure: the compounds so far containing a nitro group on carbon.
Molecule | core106 dimerization
Cc1ccc(NC(=O)Nc2nnc(Cc3ccc([N+](=O)[O-])cc3)s2)cc1 | 6.6
Cc1c(C(=O)NC(=S)Nc2ccc(NC(=O)c3cccs3)cc2)cccc1[N+](=O)[O-] | -12.5

Going on with the list:
> C=CCn1c(SCc2cc(=O)n3ccsc3n2)nc2sc(C)c(C)c2c1=O
  core106 dimerization: -1.4

> Cc1ccc(NC(=O)c2cc(C(=O)c3cc(Cl)ccc3O)cn(-c3ccc(C)cc3)c2=O)cc1
  core106 dimerization: -1.8

> Cc1ccc(Nc2nc(=O)c3cc([N+](=O)[O-])ccc3s2)cc1
  core106 dimerization: 8.6

> CC(=O)Oc1ccc(C(=O)[C@H]2[C@H]3C(=O)N(c4ccccc4)C(=O)[C@H]3[C@@H]3C=CC=NN32)cc1
  core106 dimerization: -1.3

> CCOC(=O)c1c(NC(=S)Nc2cccc(C)c2)sc2c1CC(C)(C)SC2
  core106 dimerization: 6.9

> Cc1ccccc1CSc1nnc(NC(=O)Cc2cccs2)s1
  core106 dimerization: -2.0

> CC(C)(C)n1nc2c(c1NC(=O)c1ccc(S(=O)(=O)N3CCCC3)cc1)CSC2
  core106 dimerization: 5.3

> COc1ccc(/C=c2\s/c(=C(/C#N)C(=O)NCc3ccco3)n(-c3ccccc3)c2=O)cc1
  core106 dimerization: 0.5

> CCCCCCC(=O)N=Nc1c(O)[nH]c2ccc([N+](=O)[O-])cc12
  core106 dimerization: -12.5

> Cc1ccc2oc(-c3cccc(NC(=S)NC(=O)/C=C/c4ccco4)c3)nc2c1
  core106 dimerization: -6.4

> CCN(CC)S(=O)(=O)c1cc([N+](=O)[O-])ccc1NNC(=O)Nc1ccc(Cl)c(Cl)c1
  core106 dimerization: -11.3

> Cc1c(Cl)cnc(NC(=O)COC(=O)c2ccc(S(=O)(=O)NCc3ccco3)cc2)c1Cl
  core106 dimerization: 4.8

> Cc1ccc(OCC(=O)N/N=C/C=C/c2ccco2)cc1
  core106 dimerization: -4.7

> CCOC(=O)c1c(N)sc(=S)c2c1CCC2
  core106 dimerization: 10.1

> C#Cc1ccc([C@@H]2C=C(C(=O)NCc3ccccc3)O[C@H](OCCCCO)C2)cc1
  core106 dimerization: 7.5

> CS(=O)(=O)c1nc(-c2ccc(Br)cc2)cc(-c2ccccc2)c1C#N
  core106 dimerization: 14.3

> CCOC(=O)c1ccc(NC(=O)CSc2nc(C)cc(=O)[nH]2)cc1
  core106 dimerization: 5.7

> CCC(C)Cn1c(O)cc2nn(-c3nc4ccccc4s3)c(=O)c-2c1C (stereo not drawn)
  core106 dimerization: -12.7

> O=C(Nc1cc2nn(-c3ccccc3)nc2cc1Cl)c1ccco1
  core106 dimerization: -4.6

> Brc1cc2[nH]cnc2c2ccccc12
  core106 dimerization: 27.2

> Cc1ccc(C)n1-c1ccc(-c2nnco2)cc1
  core106 dimerization: 0.7

> COCCCn1c(Cc2csc(Nc3cccc(Cl)c3)n2)nnc1SCC(=O)OC1CCCCC1
  core106 dimerization: -4.6

> COc1cc(/C=N/NC(=O)COc2c(C)cc([N+](=O)[O-])cc2C)ccc1OC(=O)c1ccccc1Br
  core106 dimerization: -5.3

> COc1ccccc1/C=C/C(=O)NC(=S)Nc1ccc(S(=O)(=O)N(C)c2ccccc2)cc1
  core106 dimerization: -7.5

> O=c1oc2cc(Oc3c([N+](=O)[O-])cc(C(F)(F)F)cc3[N+](=O)[O-])ccc2c2c1CCCC2
  core106 dimerization: 2.3

> Cc1cc(C)n2nc(C(=O)OCC(=O)c3cc(C)n(C)c3C)nc2n1
  core106 dimerization: 18.8

> Cc1ccc(C)c(NC(=O)CN(C)C(=O)c2cccc(-n3cccc3)c2)c1
  core106 dimerization: 4.9

> COc1ccc(-c2nn(-c3ccccc3)cc2/C=N/NC(=O)c2ccc(Br)o2)cc1
  core106 dimerization: -8.0

> COc1cccc(-c2nc(-c3ccc4c(c3)-c3ccccc3S4(=O)=O)c(-c3ccccc3)[nH]2)c1OC
  core106 dimerization: -2.5

> CC(C)Sc1nc2sc3c(c2c2nnc(SCC(=O)NCc4ccco4)n12)CCCC3
  core106 dimerization: -0.5

Structures from the list above containing a cyano group, in the order listed:
> Cc1ccccc1OCCOc1ccccc1C=C(C#N)C#N
  core106 dimerization: 9.8

> COc1ccc(/C=c2\s/c(=C(/C#N)C(=O)NCc3ccco3)n(-c3ccccc3)c2=O)cc1
  core106 dimerization: 0.5

> CS(=O)(=O)c1nc(-c2ccc(Br)cc2)cc(-c2ccccc2)c1C#N
  core106 dimerization: 14.3

In a second layout: entries from further up
| core106 dimerization | mol |
| --- | --- |
| 27.2 | Brc1cc2[nH]cnc2c2ccccc12 |
| 0.7 | Cc1ccc(C)n1-c1ccc(-c2nnco2)cc1 |
| -4.6 | COCCCn1c(Cc2csc(Nc3cccc(Cl)c3)n2)nnc1SCC(=O)OC1CCCCC1 |

The list goes on.
> Cc1ccc(NC(=O)CN(C)C(=O)c2cc(-c3ccco3)nc3ccccc23)cc1
  core106 dimerization: 12.5

> CC1CCCc2sc3nc(NCc4ccco4)n4ncnc4c3c21 (stereo not drawn)
  core106 dimerization: -10.4

> Cc1cc(C)c2nc(-c3ccccn3)cc(C(=O)N3CCCC3)c2c1
  core106 dimerization: 0.6

> CCN(CC)c1nc2cc(OC)ccc2cc1C#N
  core106 dimerization: -2.3

> Cc1cc(-c2nnc3n2N=C(c2ccc(-c4ccccc4)cc2)CS3)n[nH]1
  core106 dimerization: 5.2

> Cc1ccc(N2C(=O)[C@@H]3[C@H](C2=O)C2CCCN2[C@@H]3C(=O)c2ccccc2)cc1 (stereo partly drawn)
  core106 dimerization: 1.6

> COC(=O)c1cc(COc2ccc3c(c2)oc(=O)c2ccccc23)c(C)o1
  core106 dimerization: -5.0

> CC(=O)c1ccc(NC(=O)c2ccc3nc(-c4ccco4)c(-c4ccco4)nc3c2)cc1
  core106 dimerization: 33.8

> N=c1c(C(=O)NCc2ccco2)cc2c(=O)n3ccccc3nc2n1Cc1ccccc1
  core106 dimerization: 4.1

> CCn1c(=O)c(C(=O)CN2c3ccccc3CC2C)c(N)n(Cc2ccccc2)c1=O (stereo not drawn)
  core106 dimerization: 0.7

> COc1cc(/C=C2/CCC/C(=C\c3cc(O)c(OC)c(Cl)c3)C2=O)cc(Cl)c1O
  core106 dimerization: -6.4

> Cc1cc(C)c2c(c1)C1C=CCC1C(c1ccc(S(=O)(=O)N3CCOCC3)cc1)N2 (stereo not drawn)
  core106 dimerization: 23.7

> O=C1C2CC=C(Cl)CC2C(=O)N1CN(Cc1ccco1)CN1C(=O)C2CC=C(Cl)CC2C1=O (stereo not drawn)
  core106 dimerization: 15.1

> Cc1ccc(C)c(-n2c(-c3ccc(Br)cc3)csc2=NC(=O)c2ccccc2F)c1
  core106 dimerization: 30.0

> Cc1ccc(-c2csc(NC(=O)Cn3[nH]c(=O)c4ccccc4c3=O)n2)cc1
  core106 dimerization: 3.7

> Cc1ccc2c(c1)C1CCCC3C1N2CC(=O)N3Cc1ccccc1 (stereo not drawn)
  core106 dimerization: 6.6

> CC1CC(N(C(=O)c2ccc(Cl)cc2)c2ccccc2)c2ccccc2N1C(=O)c1ccco1 (stereo not drawn)
  core106 dimerization: -2.2

> Cc1nn(-c2ccccc2)c2c1C(c1ccc(O)c(O)c1)N1C(=N2)C(Nc2ccccc2)=Nc2ccccc21 (stereo not drawn)
  core106 dimerization: -4.9

> Cc1nnc(SCC(=O)Nc2sccc2C#N)s1
  core106 dimerization: 4.2

A portion of the library. The share of hits here may be higher or lower than overall.
